Assay outcomes deposited in PubChem by several laboratories.
CHT allo act = allosterically activates the human high affinity choline transporter | actives 0.49% (n = 310,000) | B-score at 10 µM | Q9GZV3 | CHT-expressing cells, membrane potential dye, choline EC20; hits give high values; LV-AA mutant CHT in HEK293 cells;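 active = initial fluorescence not abnormally high and integrated response B-score, plate-corrected, over 3 SD above library mean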
Target sequence (Q9GZV3 whole entry, looked up): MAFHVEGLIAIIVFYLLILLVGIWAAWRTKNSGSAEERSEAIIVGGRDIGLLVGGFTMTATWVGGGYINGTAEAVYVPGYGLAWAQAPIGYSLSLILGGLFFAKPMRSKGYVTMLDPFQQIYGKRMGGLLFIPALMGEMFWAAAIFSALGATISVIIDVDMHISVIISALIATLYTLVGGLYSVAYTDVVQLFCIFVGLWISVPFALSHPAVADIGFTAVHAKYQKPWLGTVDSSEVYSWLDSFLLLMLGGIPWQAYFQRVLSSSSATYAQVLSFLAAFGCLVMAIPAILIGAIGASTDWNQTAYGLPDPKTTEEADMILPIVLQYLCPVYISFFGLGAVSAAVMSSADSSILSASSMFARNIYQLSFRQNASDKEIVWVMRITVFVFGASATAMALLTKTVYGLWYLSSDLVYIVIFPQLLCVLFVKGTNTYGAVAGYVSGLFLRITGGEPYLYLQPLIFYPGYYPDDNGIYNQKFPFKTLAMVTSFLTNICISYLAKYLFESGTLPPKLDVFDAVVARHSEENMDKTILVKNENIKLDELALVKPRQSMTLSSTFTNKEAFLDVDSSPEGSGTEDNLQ
OX1R antag-1 = antagonists of human orexin 1 receptor (OX1R). OX1R-expressing cells, FRET antagonist read-out. AID 485270. inhibition, % at 6.6 µM. actives 1.8% (n = 330,000). O43613; in the data active = inhibition mostly above about 38%, no sharp cut-off; inactive = mostly below about 40%;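 also: 0% = agonist challenge alone and 100% = reference antagonist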
Target sequence (O43613 whole entry, looked up): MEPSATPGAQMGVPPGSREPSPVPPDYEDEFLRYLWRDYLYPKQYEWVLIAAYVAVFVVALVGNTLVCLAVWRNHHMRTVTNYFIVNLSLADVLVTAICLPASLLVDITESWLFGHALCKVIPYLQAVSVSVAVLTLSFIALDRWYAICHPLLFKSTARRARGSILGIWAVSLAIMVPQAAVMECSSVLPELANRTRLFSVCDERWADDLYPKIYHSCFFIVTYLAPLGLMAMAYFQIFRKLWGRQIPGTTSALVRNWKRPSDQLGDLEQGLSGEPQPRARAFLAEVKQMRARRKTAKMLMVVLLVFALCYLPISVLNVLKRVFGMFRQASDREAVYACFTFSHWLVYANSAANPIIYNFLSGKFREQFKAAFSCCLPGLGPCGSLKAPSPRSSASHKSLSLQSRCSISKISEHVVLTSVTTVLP
OX1R antag-2 = blocks the human orexin 1 receptor; AID 434989; O43613; inhibition, % at 5 µM; actives 0.43% (n = 330,000); CHO/OX1R cells, Fluo-8 calcium fluorescence, orexin A;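 active = inhibition above its plate's threshold, mean inhibition of all tested compounds on the plate plus 3 SD, cut at about 37% in these data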;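 also: 0% = orexin A challenge wells and 100% = SB-334867-A antagonist wells; not every result past the cut was called active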
* marks the source's active call; other numbers are inactive results; i = inactive; / = not tested or not shown.

SMILES	CHT allo act	OX1R antag-1	OX1R antag-2
COCCn1c(C)cc(C(=O)Cn2nc(C(=O)O)c3ccccc3c2=O)c1C	i	20	-19
Cc1c(N=Cc2ccc(Br)s2)cccc1[N+](=O)[O-]	i	-4	4
C=CCn1c(Cc2cccs2)nnc1SC/C=C/c1ccccc1	i	25	-14
Cc1cc(C)c(CN2CCN(Cc3ccc(C)o3)C(CCO)C2)c(-n2cccn2)c1 (stereo unspecified)	i	16	-36
Cc1cccc(-n2c(Cn3nc(C)c([N+](=O)[O-])c3C)n[nH]c2=S)c1	i	8	-5
CCOc1ccccc1NC(=O)N1CCCC1C(=O)Nc1ccc(-n2cnnn2)c(C)c1 (stereo unspecified)	i	9	-16
COc1ccc(NC(=O)c2ccc(N3C(=O)C4CC=C(Cl)CC4C3=O)cc2)cc1 (stereo unspecified)	i	4	-4
CC(=O)N(O)CCCCCNC(=O)CCC(=O)N(O)CCCCCNC(=O)CCC(=O)N(O)CCCCCNC(=O)CCC(=O)O	/	4	-6
CC(C)C(=O)N1CCN(C2=NS(=O)(=O)c3ccccc32)CC1	i	18	-17
Cc1cc(C)n(S(=O)(=O)c2ccc(C)c(C)c2C)n1	i	19	-19
COC(=O)/C(=C\Nc1ccccc1)NC(=O)c1ccc(Cl)cc1Cl	i	12	-29
O=S(=O)(Nc1cc(F)ccc1F)c1cccc2nsnc12	i	4	-9
O=C1c2ccccc2C(=O)N1c1ccc(Cc2ccncc2)cc1	i	6	1
CCCCc1nc2ccccc2c(NC(=O)CN2CCN(C)CC2)c1CCC	i	18	-12
O=C(NNC(=O)c1cccnc1)c1ccncc1	i	-4	10

Two records drawn at random from those above, as already listed:
SMILES	CHT allo act	OX1R antag-1	OX1R antag-2
Cc1cc(C)c(CN2CCN(Cc3ccc(C)o3)C(CCO)C2)c(-n2cccn2)c1 (stereo unspecified)	i	16	-36
CC(=O)N(O)CCCCCNC(=O)CCC(=O)N(O)CCCCCNC(=O)CCC(=O)N(O)CCCCCNC(=O)CCC(=O)O	/	4	-6

Remaining list, next part.
SMILES	CHT allo act	OX1R antag-1	OX1R antag-2
N#C[C@]1(S(=O)(=O)c2ccccc2)C[C@@H]2ON=C(c3cccc(Br)c3)[C@@H]2C1	i	41	-10
CC(C)(C)c1ccc(/C=C(\C#N)C(=O)NC2CC2)cc1	i	5	-26
Cc1cc(C)c2cccc(N)c2n1	i	21	-13
Cc1ccc(NC(=O)C2CC(=O)n3c(nc4ccccc43)N2)cc1C (stereo unspecified)	i	12	-4
O=C(NCCCN1CCCC1=O)c1ccc(S(=O)(=O)Nc2cccc(C(F)(F)F)c2)cc1	i	14	-22
COc1cc(NC(=O)CCCNC(=O)c2ccc(Cl)cc2)cc(OC)c1	i	4	-8
Cc1nn(-c2ccccc2)c(C)c1-c1cc(C(=O)N/N=C/c2ccc(O)cc2)[nH]n1	i	19	-15
COCCNC(=O)C(=O)NCC1OCCCN1S(=O)(=O)c1cccs1 (stereo unspecified)	i	12	-16
CCc1nnc2c(N(C)C)nc3ccccc3n12	i	10	-7
CC1c2cc3c(cc2CCN1S(=O)(=O)c1ccccc1)OCCCO3 (stereo unspecified)	i	11	0
O=C(N[C@@H]1c2ccccc2CC[C@@H]1OCc1ccccc1)c1ccc(C(F)(F)F)cc1	/	3	0
CC1=C(C(=O)Nc2ccccn2)C(c2ccc(Br)cc2)NC(=S)N1 (stereo unspecified)	i	18	-17
CCC(=O)Nc1nc2ccccc2n1CCN(C)C	i	15	-1
Cc1cc(N(C)NC(=S)Nc2ccccc2)nc(C)n1	i	-3	-8
CN(Cc1cccc(F)c1)C(=O)CN1C(=O)NC2(CCc3ccccc32)C1=O (stereo unspecified)	/	15	-26
COc1cc(/C=N\NC(=O)C2C(=O)NCC2c2ccccc2)cc(OC)c1O (stereo unspecified)	i	48	-10
CC(C)CN(C(=O)CSc1nn(-c2ccc(Cl)cc2)c(=S)s1)C1CCS(=O)(=O)C1 (stereo unspecified)	i	17	-23
Nc1ccc2nc(-c3ccccc3)c(-c3ccccc3)nc2c1	i	15	2
COc1ccc(OC)c2sc(N3CCCCC3)nc12	i	9	-17
CN(Cc1ccc(F)cc1)C(=O)c1cccc(S(=O)(=O)NCc2ccccc2)c1	i	34	-22
O=c1oc(-c2ccccc2)cc(Cl)c1Cl	i	29	7
CC(=O)N(CN1C(=O)c2ccccc2C1=O)c1ccccc1	i	37	-24
CCOCC(=O)Nc1ccc(S(=O)(=O)NCC2CCCO2)cc1 (stereo unspecified)	i	3	2
O=C(O)c1cscn1	i	7	12
C[C@@]12C(=O)N(c3cccc(F)c3)C(=O)N1[C@H](c1ccc(Cl)cc1)[C@@H]1C(=O)N(C3CCCCC3)C(=O)[C@@H]12	i	0	-43
Cc1ccc(S(=O)(=O)/N=c2\scc(C)n2C)cc1	i	32	-16
O=C(CSc1nnc(-c2ccccc2)o1)NC1CC1	i	9	-16
O=C(CNS(=O)(=O)c1ccc(Br)s1)NCC1COc2ccccc2O1 (stereo unspecified)	i	1	-14
COCCNS(=O)(=O)c1ccc(Cl)c(C(=O)NC2CCN(Cc3ccccc3)CC2)c1	i	14	-16
Cc1cc(=O)oc2c3c(cc(OCC(=O)NC4CC4)c12)OC(C)(C)CC3	i	9	-20
COc1cccc(C2=NOC(C(=O)NC(C)C)C2)c1 (stereo unspecified)	i	11	-17
CC(Sc1n[nH]c(N)n1)C(=O)Nc1ccccc1-c1ccccc1 (stereo unspecified)	i	6	-23
FC(F)(F)c1nc2nncn2c2c1CCCCC2	i	26	-18
COc1ccc(NC(=O)c2ccc(S(=O)(=O)N3CCCCC3)cc2)c(OC)c1	i	5	-32
COC(=O)[C@]1(Cc2ccccc2)N[C@H](CN(C)C(=O)COc2ccccc2)[C@@H]2C(=O)N(Cc3ccccc3)C(=O)[C@@H]21	/	6	-14
CCN(Cc1ccccc1)c1ccc(/C=C(\C#N)c2ccccn2)cc1	i	25	-25
C(=N\N(Cc1ccccc1)c1ccccc1)/c1ccco1	i	3	-18
COCCCNC(=O)Cn1c(=O)n(CC(=O)NCCc2ccc(OC)c(OC)c2)c(=O)c2sccc21	i	6	-11
COc1cc2oc(=O)cc(-c3ccc(-c4ccc(C(F)(F)F)cc4)cc3)c2c(OC)c1OC	/	3	4
Cc1cc(NC(=O)C(=O)NCCN2CCN(S(C)(=O)=O)CC2)ccc1Br	i	6	-3
COc1ccc(-c2nc(C#N)c(NCCCN3CCOCC3)o2)cc1	i	4	-22
O=C(NC1CCN(Cc2ccccc2)CC1)c1cccc(Br)c1	i	-6	-30
COCCn1c(-c2ccc(Cl)cc2)cnc1SCC(=O)NCc1cccs1	i	13	-20
COCCNC(=O)C(=O)Nc1cc2c3c(c1)C(C)C(=O)N3CCC2 (stereo unspecified)	i	10	-4
CCOC(=O)c1nn(-c2ccc(C)c(C)c2)cc1O	i	10	-15

A different layout for 18 compounds above:
Screens in order: CHT allo act	OX1R antag-1	OX1R antag-2
COCCn1c(C)cc(C(=O)Cn2nc(C(=O)O)c3ccccc3c2=O)c1C
 : i	20	-19
Cc1c(N=Cc2ccc(Br)s2)cccc1[N+](=O)[O-]
 : i	-4	4
C=CCn1c(Cc2cccs2)nnc1SC/C=C/c1ccccc1
 : i	25	-14
Cc1cc(C)c(CN2CCN(Cc3ccc(C)o3)C(CCO)C2)c(-n2cccn2)c1 (stereo unspecified)
 : i	16	-36
Cc1cccc(-n2c(Cn3nc(C)c([N+](=O)[O-])c3C)n[nH]c2=S)c1
 : i	8	-5
CCOc1ccccc1NC(=O)N1CCCC1C(=O)Nc1ccc(-n2cnnn2)c(C)c1 (stereo unspecified)
 : i	9	-16
COc1ccc(NC(=O)c2ccc(N3C(=O)C4CC=C(Cl)CC4C3=O)cc2)cc1 (stereo unspecified)
 : i	4	-4
CC(=O)N(O)CCCCCNC(=O)CCC(=O)N(O)CCCCCNC(=O)CCC(=O)N(O)CCCCCNC(=O)CCC(=O)O
 : /	4	-6
CC(C)C(=O)N1CCN(C2=NS(=O)(=O)c3ccccc32)CC1
 : i	18	-17
Cc1cc(C)n(S(=O)(=O)c2ccc(C)c(C)c2C)n1
 : i	19	-19
COC(=O)/C(=C\Nc1ccccc1)NC(=O)c1ccc(Cl)cc1Cl
 : i	12	-29
O=S(=O)(Nc1cc(F)ccc1F)c1cccc2nsnc12
 : i	4	-9
O=C1c2ccccc2C(=O)N1c1ccc(Cc2ccncc2)cc1
 : i	6	1
CCCCc1nc2ccccc2c(NC(=O)CN2CCN(C)CC2)c1CCC
 : i	18	-12
O=C(NNC(=O)c1cccnc1)c1ccncc1
 : i	-4	10
N#C[C@]1(S(=O)(=O)c2ccccc2)C[C@@H]2ON=C(c3cccc(Br)c3)[C@@H]2C1
 : i	41	-10
CC(C)(C)c1ccc(/C=C(\C#N)C(=O)NC2CC2)cc1
 : i	5	-26
Cc1cc(C)c2cccc(N)c2n1
 : i	21	-13

(list continues)
SMILES	CHT allo act	OX1R antag-1	OX1R antag-2
CCOCCc1nnc(NC(=O)CCC2CCCCC2)s1	i	28	-13
O=C(NNc1nc2c(F)cccc2s1)c1ccc(F)cc1	i	1	1
CCC(=O)NC(c1ccc(C)cc1)c1cc([N+](=O)[O-])c2cccnc2c1O (stereo unspecified)	i	36	5
c1ccc(-c2nc(-n3ccnc3)nc(-n3ccnc3)n2)cc1	i	8	-11
Cc1ccc(-n2c(SCC(=O)Nc3cc(S(=O)(=O)N4CCOCC4)ccc3Cl)nc3ccccc3c2=O)cc1	i	11	-10
Cc1ccc(C(=O)Nc2ccccc2C(=O)O)cc1S(=O)(=O)Nc1ccccc1	i	-16	-11
CCOC(=O)C1=C(N)OC(CCl)=C(C#N)C1c1ccsc1 (stereo unspecified)	i	15	4
Cc1ccsc1CNn1cnnc1SCc1ccc(Cl)cc1	i	6	-14
CSc1ccc(CN(C)C(C)C(=O)Nc2ccc(F)c(F)c2F)cc1 (stereo unspecified)	i	28	-25
COc1cccc(-c2nn(C)c3sc(C(=O)N4CCN(c5ccccn5)CC4)cc23)c1	i	78*	8
CC(C)(C)C1=C(C#N)C(c2ccncc2)C(C#N)=C(N)O1 (stereo unspecified)	i	10	-7
CCC(CC)NC(=O)c1ccccc1Oc1ccccc1	i	10	-27
NS(=O)(=O)c1ccc(CNC(=O)c2ccc(NS(=O)(=O)c3cccs3)cc2)cc1	/	11	-2
CCCOc1ccc(/C=N/NC(=O)CSc2ccccn2)cc1OC	i	3	-28
Cc1cc(Cl)ccc1Oc1nccc(N(C)C)c1C#N	i	26	-2
COc1ccc(CCNC(=O)CCS(=O)(=O)c2ccc3c(c2)NC(=O)CO3)cc1OC	i	3	4
COc1ccc(OC)c(NC(=O)CNC(=O)Cn2cnc3ccccc3c2=O)c1	i	7	2
O=C(NC1CCCCC1)[C@@H]1CC=C[C@@H]2CCN(C3CCCCC3)C(=O)[C@@H]21	i	9	-13
COC(=O)CCCC1=CC2=CC(=O)C(C)(OC(=O)CCc3ccccc3)C(=O)C2=CO1 (stereo unspecified)	i	14	-2
O=C(N/N=C/c1ccc(-c2cccc(C(F)(F)F)c2)o1)c1ccccc1Br	i	14	-20
O=[S@]1Oc2ccccc2-c2ccccc21	i	6	9
COc1cc(C(=O)Nc2cccc3c2CCCC3)cc(OC)c1OC	i	35	-24
Cc1ccc(NC(=O)CN(C)C(=O)CNC(=O)c2sc3ccccc3c2Cl)cc1	i	27	-20
COc1ccc(/C=N/n2cnc3c([nH]c4ccccc43)c2=O)cc1COc1ccccn1	i	23	-28
CCOc1cc([C@@H]2C[C@H]3CN(c4ccccc4)C(=O)[C@]34CCCN24)ccc1OC	i	7	-33
Cc1csc(SCC(=O)Nc2ccccc2)n1	i	2	-10
CCOC(=O)C1(Cc2cccc(Cl)c2)CCCN(C(=O)C(C)(C)C)C1 (stereo unspecified)	i	6	-42
COc1ccc(N2C(=O)CC(Sc3ncccc3C(=O)O)C2=O)cc1 (stereo unspecified)	i	4	-14
CCOC(=O)c1c[nH]c(=O)c(Br)c1O	i	8	-4
Cc1cnn(-c2cc(N/N=C/c3cccc(F)c3)ncn2)c1	i	20	-4
O=C(CCC(=O)N(CC(=O)NC1CCCC1)Cc1cccs1)Nc1nccs1	i	13	-7
COc1ccc(/C(O)=C2/C(=O)C(=O)N(CC3CCCO3)C2c2ccc(OC)c(OC)c2)cc1 (stereo unspecified)	i	14	-5
O=C(NCCc1c[nH]c2ccccc12)/C(=C\c1cccs1)NC(=O)c1ccccc1	i	24	-34
C=CCNC(=O)CCCC(=O)NCC=C	i	-3	-3
Cc1c(NC(=O)CSc2nnnn2-c2ccc(O)cc2)c(=O)n(-c2ccccc2)n1C	i	9	-6
CS/C(N)=N/S(=O)(=O)c1ccc(NC(C)=O)cc1	i	16	-10
NC(=O)c1nsc(C(=O)N(CC(=O)NC2CCCC2)Cc2ccc3c(c2)OCO3)c1N	i	9	-18
O=C(COC(=O)c1ccccc1-n1cnnn1)c1ccc(F)c(F)c1	i	6	-13
CCC(C)(C)NC(=O)C(c1cccc(OC)c1OC)N(C(=O)CCC(=O)Nc1cc(C)on1)c1ccc2c(c1)OCCO2 (stereo unspecified)	i	40	-12
CCC(C)n1c(SCC(=O)NCc2ccco2)nnc1-c1cccc(S(=O)(=O)N2CCOCC2)c1 (stereo unspecified)	i	21	-18
O=C(COc1ccc(S(=O)(=O)N2CCCCC2)cc1)Nc1ccccc1F	i	17	-20
Cc1ccc(-c2noc(CNC(=O)c3ccc4c(c3)OCO4)n2)cc1	i	18	-8
CN(C)c1ccc(S(=O)(=O)N2CCCCC2)cc1NC(=O)CCNC(=O)c1ccc(Cl)cc1	/	4	-38
